TDP1 block = qHTS Assay for Inhibitors of Tyrosyl-DNA Phosphodiesterase (TDP1) | 0.28% of 350,000 active | AID 485290, 2010 | recombinant TDP1, AlphaScreen DNA substrate cleavage | Potency, µM (doses to about 130 µM), for the others: top-dose activity change, negative = inhibition, hits mostly inhibitors; note: nearly all actives have a fitted effect of over 40% in size
Target sequence (Q9NUW8 whole entry, looked up): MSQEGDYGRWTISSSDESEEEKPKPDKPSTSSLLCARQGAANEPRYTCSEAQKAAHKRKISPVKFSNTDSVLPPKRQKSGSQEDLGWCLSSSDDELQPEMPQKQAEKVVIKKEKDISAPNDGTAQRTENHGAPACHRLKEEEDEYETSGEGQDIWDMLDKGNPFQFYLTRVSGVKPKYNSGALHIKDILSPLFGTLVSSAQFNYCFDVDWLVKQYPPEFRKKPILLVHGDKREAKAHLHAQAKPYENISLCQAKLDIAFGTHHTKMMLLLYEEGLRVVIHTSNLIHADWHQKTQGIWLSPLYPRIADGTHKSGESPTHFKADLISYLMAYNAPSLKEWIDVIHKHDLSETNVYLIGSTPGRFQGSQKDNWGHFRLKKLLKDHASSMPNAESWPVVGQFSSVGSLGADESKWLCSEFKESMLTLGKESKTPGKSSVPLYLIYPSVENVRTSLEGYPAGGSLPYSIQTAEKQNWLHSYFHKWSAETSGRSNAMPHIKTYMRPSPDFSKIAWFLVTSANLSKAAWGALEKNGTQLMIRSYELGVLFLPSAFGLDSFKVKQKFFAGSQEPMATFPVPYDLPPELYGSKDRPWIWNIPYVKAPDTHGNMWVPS
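Here, a 5' biotin and 3' phosphotyrosine-FITC DNA oligonucleotide reports Tdp1 activity: intact substrate bridges AlphaScreen beads, while cleavage leaves a 3' phosphate and drops signal. All incubations at room temperature.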
FEN1 inh = qHTS Assay for the Inhibitors of Human Flap endonuclease 1 (FEN1); P39748; Recombinant FEN1 flap cleavage, fluorescence, 15 min; Potency, µM (highest dose often 114 µM), without a hit: at the highest dose activity change, negative = inhibition, usual class: inhibitors; 0.35% of 390,000 active; note: nearly all actives have a fitted effect of over 65% in size
Target sequence (P39748 whole entry, looked up): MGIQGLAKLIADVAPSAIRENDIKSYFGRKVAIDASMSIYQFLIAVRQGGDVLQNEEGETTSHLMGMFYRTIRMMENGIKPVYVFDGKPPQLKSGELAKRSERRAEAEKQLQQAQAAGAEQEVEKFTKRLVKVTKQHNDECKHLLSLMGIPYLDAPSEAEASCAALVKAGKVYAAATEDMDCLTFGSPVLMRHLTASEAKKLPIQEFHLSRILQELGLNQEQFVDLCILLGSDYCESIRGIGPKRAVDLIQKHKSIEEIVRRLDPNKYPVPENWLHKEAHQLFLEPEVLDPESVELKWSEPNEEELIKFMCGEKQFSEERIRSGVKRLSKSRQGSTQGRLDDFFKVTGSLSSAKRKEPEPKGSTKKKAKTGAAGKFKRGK
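Nuclease activity of 10 nM FEN1 was measured after 15 min of room-temperature exposure to titrated compounds, by adding 50 nM flap substrate and reading plates at 0 and 15 min.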
N370S GC = qHTS Assay for Inhibitors and Activators of N370S glucocerebrosidase as a Potential Chaperone Treatment of Gaucher Disease | Lysosomal acid glucosylceramidase (Homo sapiens), P04062 | N370S GC spleen homogenate, 4MU-glucoside fluorescence | Potency, µM (doses to about 59.4 µM), without a hit: at the top dose activity change, negative = inhibition, usual class: inhibitors | 0.092% of 330,000 active;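 note: 0% = full enzyme activity and -100% = no enzyme basal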
* hit, by the source's call; ? = inconclusive; nt = no result given; & = joins results of further samples; [ ] = remark or other dose. Calls come from the whole dose curve; as a rule, active = well fitted curve in the direction sought with a large enough effect; inconclusive = small, poorly fitted or top-dose-only effect, or another doubt; inactive = no such curve, though single readings can be large; an effect the other way counts as inactive or inconclusive. Unless noted, % is set by controls: 0 for no effect and ±100 for the full control effect; potency is the fitted concentration of half-maximal effect.

TDP1 block	FEN1 inh	N370S GC	Structure
nt	-14%	28%	COc1ccc(CCn2c(O)c(C=Nc3cccc(F)c3)c(=O)[nH]c2=O)cc1OC
9%	12%	-5%	O=C(/C=C/c1ccc2c(c1)OCO2)c1ccccn1
-3%	0%	nt	CC1CCN(C(=O)Cn2cc(C(F)(F)F)ccc2=O)c2ccccc2S1 (configuration not stated)
8%	-2%	18%	CC(=O)c1c(N2CCOCC2)[nH]c(-c2ccccc2)nc1=S
-3%	nt	-6%	COc1cc(OC)cc(C(=O)OCCNC(=O)Cn2cnc3c2c(=O)n(C)c(=O)n3C)c1
0%	-6%	1%	CCC(CO)Nc1nc(CN2CCCCC2)nc2scc(-c3ccccc3)c12 (configuration not stated)
4%	nt	6%	Cn1/c(=N/N=C/c2ccc([N+](=O)[O-])cc2)sc2ccccc21
8%	3%	12%	O=C(Nc1ccccc1N1CCCC1)c1cc2ccccc2o1
3%	-2%	2%	CCN(C(=O)CN(C)Cc1c(F)cccc1Cl)c1c(N)n(Cc2ccccc2)c(=O)[nH]c1=O
8%	1%	3%	Cc1ccc(Nc2ccc(C(F)(F)F)cc2[N+](=O)[O-])cc1
-2%	3%	-6%	CC1(C)CC(=O)c2cc(C(=O)NNc3ccccc3)c(=O)n(-c3ccccc3)c2C1
4%	-8%	-8%	CCn1cc(S(=O)(=O)CC(=O)Nc2cc(C)ccc2C)c2ccccc21
-6%	-1%	6%	COc1cccc(OCCCOc2ccccc2C(C)C)c1
3%	-5%	1%	O=C(NCCCN1CCOCC1)c1cc(Cl)ccc1[N+](=O)[O-]
nt	8%	-3%	Cc1c(C(=O)N(C)c2ccc(Cl)cc2)cnn1-c1ccccc1
3%	9%	13%	CCc1ccc(CN2C(=O)c3ccccc3C2C(=O)NCC2CCCO2)cc1 (configuration not stated)
3%	-1%	5%	CNC(=S)c1cc(C(C)(C)C)c(O)c(C(C)(C)C)c1
3%	1%	-1%	O=C(NCc1ccc2c(c1)OCO2)C1CCCN(S(=O)(=O)c2cccc3nonc23)C1 (configuration not stated)
0%	-3%	?	O=C(N/N=C/c1cccnc1)c1cc(-c2ccccc2OCc2ccccc2)n[nH]1
0%	-3%	3%	Cc1ccc(C)n1CCN1CCN(S(=O)(=O)c2ccc(F)cc2F)CC1
7%	-13%	6%	Cc1onc(-c2c(F)cccc2Cl)c1C(=O)N1CCc2ccccc2C1
3%	-2%	-6%	COc1ccc(-c2nc3ncccn3c2Nc2ccccc2)cc1
5%	27%	-1%	Cc1c(NC2=CC(=O)CC(C)(C)C2)c(=O)n(-c2ccccc2)n1C
1%	-17%	-14%	COc1ccc(C(CNC(=O)CN2C(=O)NC3(CCCC3)C2=O)N(C)C)cc1 (configuration not stated)
1%	-2%	nt	COc1ccc(-c2coc3cc(O[C@@H]4O[C@H](CO)[C@@H](O)[C@H](O)[C@H]4O)c(OC)cc3c2=O)cc1
nt	19%	-5%	Cc1cc(C)n2nc(SCc3ccccc3C(=O)O)nc2n1
7%	-3%	-7%	COc1ccccc1/C=N/n1c(N)c(S(=O)(=O)c2cccs2)c2nc3ccccc3nc21
0%	-3%	5%	O=C1c2ccccc2C(=O)N1CSc1nnc(Nc2ccccc2)s1
-1%&4%	-15%	5%	CC1=C(C(=O)N2CCN(c3cc(C)ccc3C)CC2)C2(CCC(C)CC2)OC1=O (configuration not stated)
nt	3%	-17%	O=C(Nc1ccc(C(=O)O)cc1)/C(=C\c1ccco1)NC(=O)c1ccccc1
6%	-11%	-14%	CCC(C)(NC(=O)c1cccc(N2C(=O)CSC2c2ccccc2)c1)C(=O)Nc1ccccc1C (configuration not stated)
3%	?	nt	O=S(=O)(c1ccc(Cl)cc1)c1nnn2c1nc(NC1CCCCC1)c1sccc12
3%	-5%	-1%	CCOC(=O)c1nc(NCc2ccccc2)c2ccccc2n1
-5%	-11%	-4%	CCOC(=O)CNC(=O)CSc1ncnc2c1cnn2-c1ccccc1
2%[0.0935 µM]	0%	?	CCN1CCN(CCCNC(=O)c2ccc3c(=O)n(CCc4ccccc4)c(=O)[nH]c3c2)CC1
10%	13%	nt	Cc1ccc(C2=Nc3ccccc3N(CC(=O)Nc3ccccc3F)C(=O)C2)cc1C
3%	3%	2%	Cc1ccccc1/C=N/N=C1/NC(=O)CCS1
4%	-14%	-5%	COc1cc(C(=O)NCc2nnc(SCC(=O)c3ccc(Cl)cc3)o2)cc(OC)c1OC
-6%	-12%	nt	COc1ccc(C(=O)Nc2cc(-c3nc4ccccc4s3)ccc2OC)cc1
1%	2%	nt	COC(=O)C1=C(C)N(Cc2ccccc2)C(=NCc2ccco2)N[C@H]1c1cccc(F)c1
1%	16%	nt	Cc1ccc(Cn2cnc3nc4c(cc3c2=O)CCCC4)cc1
?	14%	2%	CCCN(CC(=O)Nc1ccccc1C)C(=O)C1CCN(C(=O)Nc2ccccc2)CC1
2%	3%	nt	Cc1oc2ccc(O)c(CN3CCN(C)CC3)c2c1C(=O)Nc1ccc(C(C)C)cc1
0%	6%	8%	CCN1CCc2c(sc(N)c2C(N)=O)C1
-3%[12.3 µM]	-8%	nt	CCn1c(SCCOc2ccccc2F)nc2ccccc21
nt	-4%	26%	Cc1cc(C)nc(Nc2ncc(O)n2-c2ccc(C)c(C)c2)n1
7%[56.1 µM]	nt	10%	Nc1ncnc2nc(Cl)[nH]c12
4%	7%	2%	COc1ccc(-c2c(C(F)(F)F)nn(C)c2NC(=O)c2cccnc2)cc1
-2%	?	-5%	N#Cc1c(SCC(=O)Nc2cccc(F)c2)sc2c(O)cc(=O)[nH]c12
-5%	-15%	nt	CCN(CCCNC(=O)c1cc2c(=O)[nH]c3ccccc3c2s1)c1ccccc1
nt	-3%	?	COc1cc2cc(C(=O)N3CCN(Cc4ccc5c(c4)OCO5)CC3)c(=O)oc2cc1OC
9%	-3%	-4%	COc1cc2c(cc1OC)C1C(C(=O)Nc3ccccc3N3CCN(C)CC3)c3ccccc3C(=O)N1CC2 (configuration not stated)
nt	-5%	-8%	Cc1cccc(/C=C/c2onc(C)c2S(=O)(=O)N2CCC(C(=O)NC(C)(C)C)CC2)c1
nt	-25%	4%	O=C(c1ccc(-c2ccccc2)cc1)N1CCN(c2ccccc2F)CC1
5%	-22%	28%	Cc1ccc(S(=O)(=O)N2CCC(=O)N(CCOC(=O)Nc3cccc(Cl)c3)CC2)cc1
1%	13%	-3%	O=C(CCC(=O)c1ccc(Br)cc1)Nc1ccc(F)cc1
nt	0%	-9%	COc1ccc(C)cc1NC(=O)CCNC(=O)c1ccco1
-3%	2%	-2%	Cc1cc(Br)ccc1S(=O)(=O)n1ccnc1C
-3%	6%	0%	CCOC(=O)CCCNC(=O)COC(=O)c1cc(Br)c(Br)s1
nt	4%	-7%	O=C(O)c1ccccc1/C=N/n1c(C2CCCCC2)n[nH]c1=S

Next section:
TDP1 block	FEN1 inh	N370S GC	Structure
nt	1%	-13%	O=C1N[C@@H](Cc2ccccc2)C(=O)N2CCC[C@@H]12
nt	15%	0%	CCOc1ccc(N=Nc2ccc(O)c3ncccc23)cc1
11%	15%	10%	COc1ccc(-c2nc(=S)[nH][nH]2)cc1
5%	12%	nt	CC(C)CC(C(=O)NCCc1ccccc1)N1Cc2ccccc2C1=O (configuration not stated)
0%	-1%	4%	Cc1nc(C)c(Oc2ccc(Cl)cc2Cl)c(=O)[nH]1
-2%	18%	nt	COc1ccc(C2(N3CCN(c4cccc(C)c4C)CC3)C(=O)c3ccccc3C2=O)cc1
-1%	13%	8%	OC1CCCN(CC(O)COC(c2ccccc2)c2ccccc2)C1 (configuration not stated)
0%&8%	20%	-4%	CC(=O)Nc1cccc(N)c1
3%	21%	1%	O=C(COC(=O)c1ccccn1)Nc1ccc2c(c1)OCO2
2%	-4%	5%	O=C(O)c1ccc(N2C(=O)CC(N3CCN(c4ccc(Cl)cc4)CC3)C2=O)cc1 (configuration not stated)
3%	-4%	nt	COc1ccc(-n2ccnc(NCCc3ccc(S(N)(=O)=O)cc3)c2=O)cc1Cl
-2%	1%	3%	N#Cc1c(NC(=O)CCC(=O)O)sc2c1CCCC2
7%	-13%	?	O=S(=O)(c1ccccc1)c1nc(-c2ccccc2)oc1NCc1cccnc1
nt	8%	12%	Cc1cc(=O)n2c(-c3ccc(Cl)cc3)csc2n1
nt	0%	11%	CCCC(=O)NC(c1ccccc1Cl)c1ccc2cccnc2c1O (configuration not stated)
nt	1%	-9%	O=C(NCc1cccnc1)C1CC(c2ccccc2O)=NO1 (configuration not stated)
nt	-12%	-22%	CCN(CC(=O)Nc1ccccc1C(F)(F)F)C(=O)c1ccc2[nH]c3c(c2c1)CC(C)CC3 (configuration not stated)
-7%	-6%	-3%	CCC(=O)c1ccc(OCC(=O)Nc2ccc3nc(C)sc3c2)cc1
4%	-1%	21%	CCN(CC)c1ccc(/C=c2\sc3nnc(-c4ccccc4Cl)n3c2=O)cc1
11%	3%	4%	Oc1ccc(N=Nc2ccc3c(c2)OCCO3)c(O)c1
?	-26%	3%	O=C(Nc1ccc(S(=O)(=O)Nc2nccs2)cc1)c1ccc(=O)[nH]c1
1%	-6%	nt	Cc1ccc(-n2c3c(c(=O)[nH]c2=O)C(NC(=O)C(C)(C)C)(C(F)(F)F)C(=O)N3)cc1 (configuration not stated)
-4%	-12%	4%	CCc1c(C)nc2ncnn2c1N1CCCC(C(=O)NCCc2ccccc2)C1 (configuration not stated)
nt	14%	1%	Fc1cccc(Nc2nc3ccccc3n3cnnc23)c1
1%	8%	-9%	Nc1nc(N)c(Cc2ccc(Cl)cc2Cl)c(N)n1
2%	2%	-22%	O=C(Nc1ccc2[nH]ncc2c1)c1ccccc1Cl
7%	-18%	nt	O=C(NCCc1ccc(Cl)cc1)c1nc(-c2cccc(F)c2)n2c1CCCCC2
0%	-10%	?	Cc1ccc(C(=O)NC(=S)N2CC(C)OC(C)C2)cc1[N+](=O)[O-] (configuration not stated)
-1%	-2%	-16%	CCCn1cc(CN2CCCC(C(=O)c3cccc(OC(C)C)c3)C2)c(C)n1 (configuration not stated)
6%[56.1 µM]	-6%	?	C/C(=N\NC(=O)c1cc(-c2ccc(O)cc2)nc2ccccc12)c1cccnc1
nt	-1%	1%	Cc1cccn2c(=O)nc(SCC(=O)N3CCN(c4ccccc4)CC3)nc12
0%	-7%	nt	Cc1cccc(C(=O)OCC(=O)NCc2ccc3c(c2)OCO3)c1C
-3%	1%	3%	CC(C)=CCN1CCN(Cc2ccc(C#CC(C)(C)O)s2)CC1CCO (configuration not stated)
1%	-3%	6%	CC(=O)C1=C(C)NC(SCC(=O)c2ccccc2)=C(C#N)C1CC(C)C (configuration not stated)
nt	-7%	-4%	O=C(N/C(=C\c1ccco1)C(=O)N1CCCC(CO)C1)c1ccccc1 (configuration not stated)
-5%	-1%	8%	O=C(Nc1ccncc1)c1ccc(F)cc1
3%	-5%	0%	Cc1ccc(CNC(=O)c2oc3ccc(S(=O)(=O)N4CCC5(CC4)OCCO5)cc3c2C)cc1
6%	-3%	8%	CCNC(=O)C1CN(S(=O)(=O)c2ccccc2)CCN1S(=O)(=O)c1ccccc1 (configuration not stated)
12%	nt	10%	C[C@@H]1CC2(OC[C@]3(C)O[C@H]23)O[C@H]2C[C@@]3(C)[C@@H]4CC[C@H]5C(C)(C)C(O[C@@H]6OC[C@@H](O)[C@H](O)[C@H]6O)CC[C@@]56C[C@@]46CC[C@]3(C)[C@@H]12 (some centres not stated)
2%	nt	-3%	CC1(OC(=O)CCc2ccccc2)C(=O)C=C2C=C(c3ccc(C#N)cc3)OC=C2C1=O (configuration not stated)
6%	-1%	nt	CCOc1ccc(NC(=O)CCc2c(C)nc3nc(-c4cc(OC)cc(OC)c4)nn3c2C)cc1

3 entries from above, set out differently.
Sequence of screens – TDP1 block	FEN1 inh	N370S GC
- Cc1cccn2c(=O)nc(SCC(=O)N3CCN(c4ccccc4)CC3)nc12
    nt	-1%	1%
- Cc1cccc(C(=O)OCC(=O)NCc2ccc3c(c2)OCO3)c1C
    0%	-7%	nt
- CC(C)=CCN1CCN(Cc2ccc(C#CC(C)(C)O)s2)CC1CCO (configuration not stated)
    -3%	1%	3%

Ordered by the number under N370S GC (descending): six of the compounds above.
| compound | TDP1 block | FEN1 inh | N370S GC |
| --- | --- | --- | --- |
| CCN1CCc2c(sc(N)c2C(N)=O)C1 | 0% | 6% | 8% |
| O=C(O)c1ccc(N2C(=O)CC(N3CCN(c4ccc(Cl)cc4)CC3)C2=O)cc1 (configuration not stated) | 2% | -4% | 5% |
| O=C(c1ccc(-c2ccccc2)cc1)N1CCN(c2ccccc2F)CC1 | nt | -25% | 4% |
| O=C(COC(=O)c1ccccn1)Nc1ccc2c(c1)OCO2 | 3% | 21% | 1% |
| CCOC(=O)CCCNC(=O)COC(=O)c1cc(Br)c(Br)s1 | -3% | 6% | 0% |
| O=C(CCC(=O)c1ccc(Br)cc1)Nc1ccc(F)cc1 | 1% | 13% | -3% |
